Screens deposited in PubChem by National Center for Advancing Translational Sciences (NCATS).
Akt phos inh: Akt phosphorylation inhibition; Neuro2A IGF-stimulated pAkt S473 HTRF, 20 min; stronger effect = lower value; activity change, % for hits at 50 µM; 0.32% of 360,000 active; AID 651550; in the data active means activity change below about -80%; inconclusive means mostly about -51% to -80%; further: on the % scale 0 is the no-effect control and ±100 the full control effect
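Single-point screen (50 µM final compound) in Neuro2A cells stimulated 20 min with 6 nM IGF at 37 deg C. After lysis, Ser473-phosphorylated Akt read by HTRF (ex 330 nm, em 615/665 nm) as the 665/615 ratio.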
DRD3 antagonist: D3 dopamine receptor (human) antagonism; max response, negative = inhibition, %; P35462; 2.5% of 360,000 active; AID 652054; D3R cells, DiscoveRx beta-arrestin luminescence, antagonist mode; stronger effect = lower value; in the data active means max response below about -50%; inconclusive means no clear call, values can overlap the other calls; further: on the % scale 0 is the no-effect control and ±100 the full control effect; mostly tested at two doses, the higher about 12 µM
Target sequence (P35462 whole entry, looked up): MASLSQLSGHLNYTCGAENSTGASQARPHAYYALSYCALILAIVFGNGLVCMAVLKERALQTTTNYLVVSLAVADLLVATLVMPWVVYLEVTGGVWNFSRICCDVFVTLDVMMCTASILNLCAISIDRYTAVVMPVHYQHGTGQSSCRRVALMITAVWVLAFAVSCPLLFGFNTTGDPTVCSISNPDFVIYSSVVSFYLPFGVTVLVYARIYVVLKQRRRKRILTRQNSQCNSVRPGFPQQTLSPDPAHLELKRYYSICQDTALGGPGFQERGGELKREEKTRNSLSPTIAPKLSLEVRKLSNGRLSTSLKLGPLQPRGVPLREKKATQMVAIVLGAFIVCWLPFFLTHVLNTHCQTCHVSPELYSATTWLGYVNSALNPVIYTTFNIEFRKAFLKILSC
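Cells expressing the human receptor were seeded at 1500 cells/well, incubated overnight at 37 degrees C in 5% CO2, then exposed to library compounds with dopamine controls for 90 minutes at 37 degrees C before luminescent detection.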
MmCpn inh: blocks the Methanococcus maripaludis chaperonin Mm-Cpn. purified Mm-Cpn ATPase, ADP Transcreener TR-FRET. Potency, µM (series often up to 76.9 µM), for inactives: at the highest dose activity, negative = inhibition, hits mostly inhibitors. 0.031% of 330,000 active; further: potency means the concentration at half of the fitted maximal effect; on the % scale 0 is the no-effect control and ±100 the full control effect; nearly all actives have a fitted effect of over 80% in size
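ATPase read-out: TR-FRET ADP immunoassay (anti-ADP Eu cryptate vs ADP-d2), ex 320 nm, em 590/665 nm; signal drops as ADP forms. Enzyme 25 nM, ATP 10 uM, 30 min at 37°C after 10 min compound preincubation.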
EPAC2 agonist: activates human EPAC2 exchange factor. EPAC2 activation, biochemical qHTS; response scale: 100% = 6.5 mM cAMP response. Potency, µM (top dose mostly 154 µM), for inactives: at the top dose activation, most hits filed as activators. 0.079% of 360,000 active; further: potency means the concentration at half of the fitted maximal effect; nearly all actives have a fitted effect of over 50% in size
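Compounds were added across a concentration range to EPAC2 (100 nM), RAP1B-BODIPY-GDP (250 nM) and GDP (50 uM). After 5 min at room temperature, fluorescence was recorded at 5-min intervals for 30 min.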
D3 ag: D3 dopamine receptor (human) agonism | D3R DiscoveRx beta-arrestin cells, luminescence, 90 min | max activation, % | 0.58% of 410,000 active | AID 652048; in the data active means max activation above about 30%; further: 0% is about no effect; mostly tested at two doses, the higher about 12 µM
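Agonist mode: compounds and dopamine controls were applied to plated cells for 90 min at 37 degrees C after an overnight attachment at 1500 cells/well. Luminescent read-out followed 30 - 60 minutes at room temperature with DiscoveRx detection reagent.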
CCT chaperon mod: changes cytosolic chaperonin activity; purified chaperonin ATPase assay, HTRF ADP detection, 30 min; activity change, % (no concentration beside the values), hits read low; 0.3% of 360,000 active; AID 651819; in the data active means activity change below about -30%; further: on the % scale 0 is the no-effect control and ±100 the full control effect
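TRiC (40 or 20 nM final, by batch activity) in 30 mM Tris pH 7.4, 100 mM KCl, 5 mM MgCl2, 1 mM DTT was treated with compound at 76 uM single dose, then 10 uM ATP, 30 min at 37 °C. ADP was read by HTRF Transcreener.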
EPAC2 antag: antagonists of human EPAC2. 0.18% of 360,000 active. Potency, µM (highest dose often 114 µM), for the others: at the highest dose activity, negative = inhibition, actives largely listed as inhibitors. EPAC2 GEF exchange of Rap1B-BODIPY-GDP, fluorescence. AID 720708; further: potency means the concentration at half of the fitted maximal effect; on the % scale 0 is the no-effect control and ±100 the full control effect; nearly all actives have a fitted effect of over 45% in size; many of its hits are not listed in these tables
PTHR1 agonist: activates the human parathyroid hormone receptor PTHR1; AID 743266; Potency, µM (top dose mostly 115 µM), for the others: top-dose activation, hits mostly activators; HEK293 GP2 PTHR1 cells, GloSensor cAMP luminescence, 1 h; 0.075% of 410,000 active; further: potency means the concentration at half of the fitted maximal effect; nearly all actives have a fitted effect of over 55% in size; some results filed as inactive show a strong effect at the top dose; inactives centre near -15; many of its hits are not listed in these tables
Target sequence (Q03431 whole entry, looked up): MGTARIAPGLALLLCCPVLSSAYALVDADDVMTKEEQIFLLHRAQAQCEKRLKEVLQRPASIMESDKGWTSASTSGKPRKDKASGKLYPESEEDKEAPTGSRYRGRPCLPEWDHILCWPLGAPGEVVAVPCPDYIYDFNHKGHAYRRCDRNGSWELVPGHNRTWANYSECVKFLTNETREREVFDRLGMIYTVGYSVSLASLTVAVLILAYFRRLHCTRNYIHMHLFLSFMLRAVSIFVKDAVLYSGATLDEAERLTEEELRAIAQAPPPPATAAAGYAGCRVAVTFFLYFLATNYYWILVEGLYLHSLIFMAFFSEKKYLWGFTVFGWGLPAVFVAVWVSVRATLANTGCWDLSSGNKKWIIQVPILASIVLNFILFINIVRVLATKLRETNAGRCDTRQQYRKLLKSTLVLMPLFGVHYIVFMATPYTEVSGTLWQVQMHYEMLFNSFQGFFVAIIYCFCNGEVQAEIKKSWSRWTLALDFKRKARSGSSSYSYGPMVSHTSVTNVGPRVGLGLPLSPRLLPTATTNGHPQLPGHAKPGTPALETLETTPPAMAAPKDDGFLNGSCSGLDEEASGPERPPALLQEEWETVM
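HEK-293-derived GP2 cells expressing PTHR1 and a GloSensor cAMP reporter, 3,000/well, plated overnight, given luciferin plus IBMX (each 0.5 mM as added) for 1 h at 37 °C, then compound for 1 h at 37 °C. Luminescence was read after 15 min at room temperature.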
An asterisk follows results filed as active; i = inactive; u = inconclusive; x = not tested or not shown; [ ] = remark or other dose. Unless noted, the call rests on the fitted dose curve; in most records, active means well fitted curve in the direction sought with a large enough effect; inconclusive means small, poorly fitted or top-dose-only effect, or another doubt; inactive means no such curve, though single readings can be large; an effect the other way counts as inactive or inconclusive.

No. | Molecule | Akt phos inh | DRD3 antagonist | MmCpn inh | EPAC2 agonist | D3 ag | CCT chaperon mod | EPAC2 antag | PTHR1 agonist
1 | Cc1ccc(NC(=O)CN2CCN(c3ccccn3)CC2)cc1S(=O)(=O)N(C)C | i | 70 | 4% | 0% | 62* | -2.5 | 1% | -10%
2 | O=C(CCNC(=O)c1ccc(Cl)cc1)Nc1cccc(S(=O)(=O)N2CCCCC2)c1 | i | 8 | 2% | 15% | -7 | 1.0 | 3% | -18%
3 | O=C(/C=C/c1ccccc1)NC1CCS(=O)(=O)C1 (stereo not drawn) | i | 6 | 0% | 6% | 3 | -3.8 | 15% | i
4 | CCN(CC)C(=O)[C@H]1C[C@H](CC(=O)NCCCN(C)C)C(=O)N2CCc3c([nH]c4cc(CCC(=O)N(C)C)ccc34)[C@]12C | i | 8 | 0% | 6% | 0 | 0.8 | -8% | 0%
5 | CC1(C(=O)Nc2ccc3c(c2)OCCO3)CCC(=O)N1C1CC1 (stereo not drawn) | i | 36 | x | 3% | 8 | -2.7 | -5% | -6%
6 | COc1ccc(NS(=O)(=O)c2cnc[nH]2)cc1 | i | 24 | -5% | -5% | 0 | 1.4 | 1% | -24%
7 | O=C1CCc2cc(S(=O)(=O)N3CCN(c4cccc(C(F)(F)F)c4)CC3)ccc2N1 | i | 21 | 0% | 1% | 20 | -1.5 | 0% | u
8 | Cc1noc(C)c1COc1ccccc1C(=O)N(C)Cc1ccc(C(C)(C)C)cc1 | i | 0 | 0% | -8% | -2 | -0.8 | u | -39%[inhibitor]
9 | Cc1cc(C)n(CCCNC(=O)C2CCC(=O)N(CCc3ccc(Cl)cc3)C2)n1 (stereo not drawn) | i | 1 | 4% | 2% | 2 | 1.5 | 2% | -25%
10 | COc1ccccc1NC(=O)Nc1nc(CC(=O)NCc2c(F)cccc2F)cs1 | i | 20 | -1% | 1% | 0 | -0.7 | -2% | -48%[inhibitor]
11 | COCCCNC(=O)Cn1c(=O)n(CC(=O)N2CCCCC2)c(=O)c2sccc21 | x | -4 | -2% | 9% | -2 | -2.3 | -4% | i
12 | C/C=C/C(=O)OCC(=O)Nc1nc2ccc(C)cc2s1 | i | -27 | -6% | 4% | 4 | -6.6 | 8% | -2%[57.5 µM]
13 | CC1(C)CN=C(N(C(=O)Nc2ccccc2)c2ccccc2F)S1 | i | 8 | 0% | 10% | 31* | -0.9 | -5% | i
14 | COc1cccc(CN(C)C[C@H]2OCc3cnnn3CCCC(=O)N([C@H](C)CO)C[C@@H]2C)c1 | i | 3 | x | 0% | 1 | -0.8 | 5% | -21%
15 | COc1ccc(C(=O)Nc2nc(-c3ccccn3)cs2)cc1S(=O)(=O)N1CCOCC1 | i | 41 | -16% | 0% | 1 | -0.9 | -9% | -36%[inhibitor]
16 | COc1ccc(OC)c(-n2c(-c3ccc(C)cc3)n[nH]c2=S)c1 | i | -28 | -3% | -6% | -9 | -1.2 | 4% | i
17 | O=C(O)c1cc(-c2ccc(-c3ccc(F)cc3)o2)nc2ccccc12 | i | -16 | -2% | 3% | -7 | -0.5 | -4% | i
18 | CC(=O)Nc1cccc(NC(=O)CCn2cnc3cc(C)c(C)cc32)c1 | i | 12 | 0% | 7% | 4 | 0.7 | 17% | -5%
19 | Cc1ccc(CN2CCN(Cc3cccn3-c3ccccn3)CC2CCO)cc1 (stereo not drawn) | i | -4 | 1% | 5% | -2 | -0.6 | 2% | -12%
20 | COc1ccc(NC(=O)NC23CC4CC(CC(C4)C2)C3)cc1OC | i | u | -1% | 13% | -1 | 1.4 | -1% | -3%[57.5 µM]
21 | Cc1ccc(C)c(N(CC(=O)NC(C)(C)C)C(=O)CNC(=O)c2cccs2)c1 | i | -10 | 3% | 4% | 8 | -1.4 | 13% | i
22 | CC(C)(C)c1ccc(CCC(CC(=O)O)CC(=O)O)cc1 | i | 18 | 1% | 0% | 0 | 1.8 | 0% | i
23 | COc1cc(C(=O)Nc2ccc(S(=O)(=O)N3CCc4ccccc43)cc2)cc(OC)c1OC | i | -22 | -5% | 24% | -1 | -2.6 | -18%[57.1 µM] | -2%[57.5 µM]
24 | CCOC(=O)c1ccc(NC(=O)N2CCN(c3ccccc3OC)CC2)cc1 | i | 2 | 3% | 13% | -5 | -1.8 | -9%[57.1 µM] | -24%
25 | COc1ccc(N2CCN(C3CCCN(C(=O)CN4CCCCC4=O)C3)CC2)cc1 (stereo not drawn) | i | 2 | -1% | 5% | 6 | 0.4 | 8% | i

Overlap with the part before: six compounds, followed by the next part.
No. | Molecule | Akt phos inh | DRD3 antagonist | MmCpn inh | EPAC2 agonist | D3 ag | CCT chaperon mod | EPAC2 antag | PTHR1 agonist
20 | COc1ccc(NC(=O)NC23CC4CC(CC(C4)C2)C3)cc1OC | i | u | -1% | 13% | -1 | 1.4 | -1% | -3%[57.5 µM]
21 | Cc1ccc(C)c(N(CC(=O)NC(C)(C)C)C(=O)CNC(=O)c2cccs2)c1 | i | -10 | 3% | 4% | 8 | -1.4 | 13% | i
22 | CC(C)(C)c1ccc(CCC(CC(=O)O)CC(=O)O)cc1 | i | 18 | 1% | 0% | 0 | 1.8 | 0% | i
23 | COc1cc(C(=O)Nc2ccc(S(=O)(=O)N3CCc4ccccc43)cc2)cc(OC)c1OC | i | -22 | -5% | 24% | -1 | -2.6 | -18%[57.1 µM] | -2%[57.5 µM]
24 | CCOC(=O)c1ccc(NC(=O)N2CCN(c3ccccc3OC)CC2)cc1 | i | 2 | 3% | 13% | -5 | -1.8 | -9%[57.1 µM] | -24%
25 | COc1ccc(N2CCN(C3CCCN(C(=O)CN4CCCCC4=O)C3)CC2)cc1 (stereo not drawn) | i | 2 | -1% | 5% | 6 | 0.4 | 8% | i
26 | CCC(=O)N1CCc2cc(S(=O)(=O)N(C)c3ccc(OC)cc3OC)ccc21 | i | 36 | 2% | 5% | 0 | 0.0 | -13% | i
27 | CC(C)c1ccc(NC(=O)COC(=O)c2nn(C)c(=O)c3ccccc23)cc1 | i | 13 | 0% | -12% | -8 | 0.4 | 12% | i
28 | COc1cc([C@@H]2CC=C(C(=O)O)[C@H](c3ccc(C)cc3)N2S(=O)(=O)c2ccc(C)cc2)cc(OC)c1OC | i | 18 | 1% | -1% | 1 | 0.1 | 0% | i
29 | CS(=O)(=O)N(CC(=O)Nc1cccc(Br)c1)Cc1ccccc1 | i | -3 | -2% | 8% | -9 | -0.2 | -7% | i
30 | Cc1ccc(C)c(C(=O)OCC(=O)Nc2ccc(N3CCOCC3)cc2)c1 | i | 1 | -11% | -1% | -1 | 1.8 | -28% | -26%
31 | CCc1nnc(NS(=O)(=O)c2ccc(N/C=C(\C=O)c3nc4cc(Cl)ccc4o3)cc2)s1 | i | -13 | -2% | -1% | 0 | 3.6 | -26% | i
32 | O=C(Nc1nncs1)c1c(F)c(F)c(F)c(F)c1F | i | -8 | -2% | -2% | 0 | 0.0 | 3% | i
33 | Cc1cccc2c(=O)c(C(=O)NCc3ccc(F)cc3)c[nH]c12 | i | 1 | -2% | -1% | -6 | -3.4 | -7% | -7%
34 | COc1ccc(CCC(=O)OCC(=O)N2CCN(S(=O)(=O)c3ccc(C)cc3C)CC2)cc1 | i | 0 | -1% | -1% | -5 | 3.1 | -3% | i
35 | COc1ccc(CCNC(=O)/C=C/c2ccc(C)cc2)cc1OC | i | 6 | -1% | 11% | 0 | -0.4 | 0% | -20%[57.5 µM]
36 | Cn1c(C(=O)OC(C(=O)NC2CCCCC2)c2ccncc2)cc2sccc21 (stereo not drawn) | x | -9 | -5% | 10% | -10 | 2.1 | -1% | i
37 | Cc1cc(C)c(C#N)c(Nc2ccccc2Cl)n1 | i | 21 | 1% | 2% | 2 | -5.0 | -2% | i
38 | Cc1ncccc1C(=O)N1CCCC(CNC(=O)c2ccc(-c3ccccc3)cc2)C1 (stereo not drawn) | i | -2 | 0% | 7% | 1 | 1.3 | -25% | -30%
39 | COc1ccccc1N(C)S(=O)(=O)c1ccc(C(=O)OCC(=O)Nc2ccc(C(N)=O)cc2)cc1 | i | 2 | 0% | -4% | -4 | 1.3 | -3% | -1%
40 | CC(=O)OCC(=O)N1N=C(c2ccc3ccccc3c2)CC1c1ccccc1 (stereo not drawn) | i | 2 | -5% | 10% | 5 | -1.2 | -7% | i
41 | O=C1c2cccnc2C(Nc2ccccc2)N1Cc1ccco1 (stereo not drawn) | i | -9 | -11% | 0% | -5 | 0.7 | 20% | 28%[57.5 µM]
42 | COc1ccc(N2CCN(CCCNC(=O)CC3Oc4ccc(C)cc4NC3=O)CC2)cc1 (stereo not drawn) | i | u | 0% | 9% | -10 | -2.9 | 14% | 6%
43 | O=C(NCc1ccc(F)cc1F)c1cc(COc2c(F)cccc2F)on1 | i | 11 | -2% | 10% | 3 | -3.5 | 0% | i
44 | CCOC(=O)C1=NN(c2ccc([N+](=O)[O-])cc2)CC1C(=O)OC (stereo not drawn) | i | -11 | -1% | 4% | -14 | -2.0 | 4% | i
45 | O=C(CN1CCCCC1)c1c[nH]c2ccccc12 | i | 7 | 0% | 6% | 0 | 0.1 | -9% | -17%
46 | COc1ccc(OCC(=O)N2CCN(c3nnc(-c4ccc(C)cc4)c4ccccc34)CC2)cc1 | i | 2 | 0% | 4% | 6 | -1.7 | -2% | -40%[inhibitor]

Some of these compounds in order of heavy-atom count, low to high.
No. | Molecule | Akt phos inh | DRD3 antagonist | MmCpn inh | EPAC2 agonist | D3 ag | CCT chaperon mod | EPAC2 antag | PTHR1 agonist
43 | O=C(NCc1ccc(F)cc1F)c1cc(COc2c(F)cccc2F)on1 | i | 11 | -2% | 10% | 3 | -3.5 | 0% | i
27 | CC(C)c1ccc(NC(=O)COC(=O)c2nn(C)c(=O)c3ccccc23)cc1 | i | 13 | 0% | -12% | -8 | 0.4 | 12% | i
31 | CCc1nnc(NS(=O)(=O)c2ccc(N/C=C(\C=O)c3nc4cc(Cl)ccc4o3)cc2)s1 | i | -13 | -2% | -1% | 0 | 3.6 | -26% | i

These rows are one share of the data (hit frequency here may not be typical).
